SW480 rerep – inducers of DNA re-replication in SW480 colon cancer cells. SW480 DNA re-replication, Hoechst DNA content imaging, 48 h. 340,000 compounds, 1.8% hits. Potency, µM (series often up to 46.1 µM), for the others: at the highest dose re-replication activation, usual class: activators; note: % of control where 0% means no effect; nearly all actives have a fitted effect of over 55% in size
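Image-based DNA-content assay: after two days of treatment, nuclei were labelled with the DNA dye Hoechst and imaged, and hits were compounds raising the count of nuclei showing high fluorescence intensity.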
GLP1R inv ag – inverse agonists of human GLP-1 receptor | P43220 | HEK293 GLP-1R CRE-luciferase, luminescence, 24 h; GLP-1R form is constitutively active | Potency, µM (highest dose often 38.3 µM), without a hit: top-dose activity change, negative = inhibition, usual class: inhibitors | 410,000 compounds, 1.6% hits; note: % is set by controls: 0 for no effect and ±100 for the full control effect; nearly all actives have a fitted effect of over 55% in size
Target sequence (P43220 whole entry, looked up): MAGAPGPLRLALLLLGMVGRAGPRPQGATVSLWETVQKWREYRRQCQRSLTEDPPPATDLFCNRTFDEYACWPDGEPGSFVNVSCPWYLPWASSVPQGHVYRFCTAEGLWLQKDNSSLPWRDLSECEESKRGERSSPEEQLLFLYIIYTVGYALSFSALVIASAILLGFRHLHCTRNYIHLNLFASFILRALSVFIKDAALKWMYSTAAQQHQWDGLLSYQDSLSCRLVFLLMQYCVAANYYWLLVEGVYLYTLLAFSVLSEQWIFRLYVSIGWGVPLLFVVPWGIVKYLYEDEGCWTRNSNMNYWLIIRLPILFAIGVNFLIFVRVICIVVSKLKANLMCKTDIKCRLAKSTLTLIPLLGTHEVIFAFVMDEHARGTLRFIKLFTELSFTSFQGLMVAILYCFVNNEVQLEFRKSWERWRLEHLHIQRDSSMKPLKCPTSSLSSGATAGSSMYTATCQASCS
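Cells are plated, allowed 12 hours at 37 deg C, then treated with compounds for 24 hr before luciferase detection reagent is added and luminescence is read after 12 min at room temperature. The HEK293 line carries constitutively active GLP-1R with a cAMP-responsive reporter.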
HEK293 tox – cytotoxicity counter-screen for GLP-1 receptor inverse agonists; HEK293 cAMP-luciferase reporter cells, luminescence, 24 h; Potency, µM (series often up to 38.3 µM), without a hit: at the highest dose activity change, negative = inhibition, usual class: inhibitors; 410,000 compounds, 0.13% hits; AID 624418;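 note: loss of luciferase light is scored as toxicity; % is set by controls: 0 for no effect and ±100 for the full control effect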
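A 23 nL compound transfer followed 12 hours of cell culture at 37 deg C; exposure then lasted 24 hr. Luciferase assay detection reagent was dispensed and plates read for luminescence after a 12 min room-temperature wait.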
HT1080-NT tox – kills 2HG-producing HT-1080-NT fibrosarcoma cells | HT-1080-NT fibrosarcoma viability, CellTiter-Glo ATP luminescence, 48 h | Potency, µM (titrated, usually from 46.1 µM), for the others: top-dose activity, negative = less viability, most hits filed as cytotoxic | 360,000 compounds, 1.6% hits;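 note: NT is the 2HG producing partner of a matched IDH1 knockdown line; 0% = DMSO-treated cells and -100% = media-only wells without cells; nearly all actives have a fitted effect of over 55% in size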
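Read-out is CellTiter-Glo luminescence after 10 minutes at room temperature, following 48 hours' compound treatment of HT-1080-NT cells (750 cells/well, RPMI, 5% FBS, 37 degrees C).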
HT1080 IDH1KD tx – kills HT-1080 cells with IDH1 knockdown; AID 686971; 360,000 compounds, 2% hits; Potency, µM (titrated, usually from 46.1 µM), for the others: at the top dose activity, negative = toxicity, usual class: cytotoxic; HT-1080 IDH1 knockdown viability, ATP luminescence, 48 h;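 note: 0% = DMSO wells and -100% = cell-free medium wells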
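IDH1KD HT-1080 cells, 750/well, RPMI + 5% FBS; compound pinned after 2 h settling; 48 h, 37 °C; CellTiter-Glo luminescence; % activity normalised to DMSO and no-cell wells; curves fitted, classed by r2 and efficacy.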
KB-3-1 tox – KB-3-1 parental cell cytotoxicity | KB-3-1 viability, CellTiter-Glo ATP luminescence, 72 h | Potency, µM (doses to about 46.1 µM), inactives show at the highest dose activity change, negative = cytotoxic, hits mostly cytotoxic | 400,000 compounds, 1.4% hits; note: % is set by controls: 0 for no effect and ±100 for the full control effect; nearly all actives have a fitted effect of over 60% in size
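Cytotoxicity in the drug-sensitive parental line KB-3-1 was scored as loss of CellTiter-Glo luminescence following 72 h incubation with compound. Values come from curve fitting of normalized concentration-response data.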
GLP1R ag – GLP-1 receptor (human) agonism; HEK293 GLP-1R CRE-luciferase, luminescence, 4-6 h; cells express a hypersensitive GLP-1R form; Potency, µM (top dose mostly 45.6 µM), for the others: top-dose activation, hits mostly activators; 380,000 compounds, 0.007% hits; AID 624172; note: % of control where 0% means no effect
KB-V1 cytotox – kills drug-selected multidrug resistant KB-V1 cells; KB-V1 MDR cells viability, CellTiter-Glo, 72 h; 400,000 compounds, 3.4% hits; AID 1347076; Potency, µM (titrated, usually from 46.1 µM), for inactives: top-dose activity change, negative = cytotoxicity, usual class: cytotoxic; note: % is set by controls: 0 for no effect and ±100 for the full control effect; nearly all actives have a fitted effect of over 60% in size
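Cytotoxicity via CellTiter-Glo luminescence after 72 h compound exposure at 37 degrees C. Cells: drug-selected KB-V1 line, DMEM phenol-red free plus 10% FBS. Compounds tested at multiple concentrations; normalized data fitted to concentration-effect curves.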
TDP43 rescue – TDP-43 toxicity inhibition in yeast | Potency, µM (series often up to 46.1 µM), for the others: at the top dose growth rescue (activation), usual class: activators | 410,000 compounds, 1.8% hits | TDP-43 expressing yeast growth rescue, BacTiter-Glo, 24 h; note: % of control where 0% means no effect; nearly all actives have a fitted effect of over 50% in size
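Cell-based yeast growth screen: TDP-43 expression induced in galactose, inoculum OD600=0.02 after raffinose pregrowth to mid-log. Read-out BacTiter-Glo luminescence at 24 hr, 30 deg C; inhibition of toxicity seen as signal increase.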
* hit, by the source's call; ? = inconclusive; · = no result given; [ ] = remark or other dose. Calls come from the whole dose curve; as a rule, active = well fitted curve in the direction sought with a large enough effect; inconclusive = small, poorly fitted or top-dose-only effect, or another doubt; inactive = no such curve, though single readings can be large; an effect the other way counts as inactive or inconclusive. Potency is the fitted concentration of half-maximal effect. Random draw from the library, and some 9.4% of all compounds hit somewhere here.

molecule	SW480 rerep	GLP1R inv ag	HEK293 tox	HT1080-NT tox	HT1080 IDH1KD tx	KB-3-1 tox	GLP1R ag	KB-V1 cytotox	TDP43 rescue
CC1CCN(C(=O)C2CCN(S(=O)(=O)c3ccc(-n4cnnn4)cc3)CC2)CC1	-5%	-5%	21%	17%	12%	-5%	6%	-1%	-10%
Cc1cccc(N(C(=O)c2snc(C(N)=O)c2N)C(C(=O)NCC2CCCO2)c2ccc3ncccc3c2)c1 (stereo not given)	-4%	44%	-11%	-13%	-3%	-2%	8%	-20%	12%
COC1(c2cc(-c3ccccc3)nc(N)n2)CCCCC1	-12%	0%	?	-4%	3%	-12%	14%	-4%	-6%
CCOc1ccccc1C1CC(c2cccs2)=NN1S(C)(=O)=O (stereo not given)	-7%	-19%	8%	-5%	4%	-5%	3%	-11%	-6%
O=c1ccc(NS(=O)(=O)c2ccccc2)cn1Cc1ccc(Cl)c(Cl)c1	-2%	0%	-5%	2%	-12%	-13%	0%	-13%	0%
Cc1cccc(N2CCN(C(=O)Cn3cnc4sc(C)c(S(=O)(=O)N5CCN(c6ncccn6)CC5)c4c3=O)CC2C)c1 (stereo not given)	·	?	-19%	·	·	-8%	-5%	?	15%
O=C1NC(=O)N(c2ccc(Cl)cc2)C(=O)/C1=C/c1ccc2c(c1)CCN2Cc1ccccc1Cl	-12%	-3%	3%	8%	15%	7%	5%	-9%	-1%
N/C(Cc1nc(-c2ccc(Br)cc2)cs1)=N\O	2%	?	-2%	0%	-14%	-14%	9%	-1%	-22%[9.22 µM]
Cc1ccc(CNC(=O)CC(C)CC2=NS(=O)(=O)c3ccccc3N2)cc1 (stereo not given)	·	0%	13%	·	·	-6%	·	24%	10%[9.22 µM]
O=C(CNC(=O)C1CCCCC1)OCc1cc(=O)oc2ccc3ccccc3c12	1%	8%	0%	-3%	-2%	0%	-12%	-2%	17%
CC1(C)CC2CC(C)(CN2CC(=O)C(C#N)c2ccccc2)C1 (stereo not given)	6%	-1%	2%	1%	6%	0%	9%	-14%	-11%
O=C(COC(=O)c1ccc2c(c1)S(=O)(=O)c1ccccc1C2=O)NC1CC1	-22%	23%	-13%	13%	15%	0%	1%	?	14%
CC1C(=O)N2CCCc3cc(S(=O)(=O)Nc4ccccc4C(N)=O)cc1c32 (stereo not given)	-1%	16%	17%	7%	1%	0%	5%	0%	-4%
Cc1ccc(C2=NOC(=O)/C2=C\c2ccccc2)cc1	-13%	-7%	-5%	2%	-2%	5%	1%	9%	25µM*
Cc1ccc(S(=O)(=O)N(CC(=O)Nc2ccccc2C(=O)O)c2ccccc2)cc1	-15%	?	6%	1%	1%	-1%	1%	9%	-12%
O=C(CCCn1cnc([N+](=O)[O-])n1)Nc1ccc(Cl)cc1Cl	-59%[inhibitor]	6%	1%	-6%	-1%	4%	1%	?	0%
CCOC(=O)c1[nH]c(C)c(CCC(=O)NCc2cccc(C)c2)c1C	·	13%	-3%	·	·	-3%	·	-15%	2%[9.22 µM]
Cn1cccc1C1(C(F)(F)F)NCCNC1=O (stereo not given)	-2%	2%	2%	0%	-1%	5%	-12%	8%	-4%
Cc1c(Cc2ccccc2)c(NCCCO)n2c(nc3ccccc32)c1C#N	21%	?	143%[activator]	-15%	-10%	-8%	-5%	?	?
Cc1cc(=O)oc(C)c1C(=O)Nc1ccccc1F	-11%	9%	9%	-2%	9%	6%	6%	15%	-1%
O=[N+]([O-])c1ccc(N2CCCCC2)s1	1%	13%	?	5%	6%	12%	10%	-2%	-15%[0.397 µM]
Cc1ccc(C)c(CSc2nnc(-c3cccnc3)o2)c1	1%	4%	3%	3%	-18%	1%	8%	18µM*	?
CC(C)Cc1cc(C(=O)N(C)C2CCCN(Cc3ccccc3F)C2)n(C)n1 (stereo not given)	16%	?	-4%	-8%	-7%	?	4%	?	3%
CC(O)(c1ccc(F)c(F)c1)c1nc(-c2cccc(C#N)c2)cs1 (stereo not given)	·	?	-15%	-18%	?	0%	-5%	-2%	-73%[inhibitor]
COc1ccc(CCN2C(=O)CN(Cc3ccccc3)CC2=O)cc1OC	-4%	0%	-17%	17%	10%	0%	1%	6.5µM*	?
Nc1c(N(Cc2ccco2)C(=O)COc2ccccc2F)c(=O)[nH]c(=O)n1Cc1ccccc1	19%	-7%	19%	-1%	-6%	-2%	0%	-8%	13%
COc1ccccc1N1CCN(CCCNC(=O)c2cnn(-c3ccc(C)c(C)c3)c2C2CCN(C(=O)OC(C)(C)C)CC2)CC1	·	?	2%	·	·	-6%	·	-2%	18%
Cc1ccc(Cl)cc1N1CCN(C(=O)CCS(=O)(=O)c2cccc3nonc23)CC1	-1%	?	-7%	1%	-6%	-3%	-10%	?	-9%
O=C(CCC(=O)OCC(=O)c1ccc(Cl)cc1)NC1CCCCC1	-13%	-5%	5%	6%	8%	5%	-17%	9%	8%
Cc1nnc(SCCn2c(N3CCN(C)CC3)nc3c2c(=O)[nH]c(=O)n3C)s1	-12%	2%	3%	0%	3%	15%	-5%	-2%	0%
COc1cccc(NC(=O)c2ccc(Cn3cc([N+](=O)[O-])cn3)o2)c1	1%	18%	12%	1%	-4%	-8%	-1%	-7%	6%
CCOC(=O)c1cnc2c(C(=O)OC)cccc2c1NCc1cccnc1	-5%	48%[activator]	14%	-8%	-7%	-6%	7%	-5%	20%
CC(=O)OC1CCC2(C)C(=CCC3C2CCC2(C)C3CC3ON=C(C)C32)C1 (stereo not given)	-3%	26%	14%	9%	19%	-1%	9%	-27%	2%
COCCN(CC(=O)Nc1cccc(C)c1C)C(=O)c1cc(-c2ccncc2)nc2ccccc12	-21%	3%	1%	10%	2%	0%	-1%	?	-3%
C[C@H]1Cn2cnc(C(=O)Nc3cccc(Cl)c3)c2C(=O)N1	·	14%	-3%	-17%	-4%	?	-6%	-30%	10%
O=C(CCSCCc1ccccn1)Nc1c(F)c(F)c(F)c(F)c1F	·	-5%	-7%	10%	10%	9%	9%	?	22%
COc1ccc(OCC(=O)N/N=C(\CCC(=O)O)c2cccs2)cc1	2%	26%	-1%	1%	3%	5%	0%	3%	0%[9.22 µM]
O=C(C1CCN(S(=O)(=O)c2cccc3cccnc23)CC1)N1CCCC1	-4%	-7%	1%	0%	-6%	-2%	-3%	13%	4%
Clc1ccc(OCCCCSc2ncccn2)cc1	-3%	?	2%	5%	-5%	-1%	0%	-2%	21%
CC(C)Nc1nc(N(c2ccccc2)c2ccccc2)nc(-n2ccnc2)n1	-4%[9.22 µM]	0%	-4%	3%	16%	0%	1%	-8%	4%

Pulled by compound from the list above, 3 records:
molecule	SW480 rerep	GLP1R inv ag	HEK293 tox	HT1080-NT tox	HT1080 IDH1KD tx	KB-3-1 tox	GLP1R ag	KB-V1 cytotox	TDP43 rescue
Cc1ccc(CNC(=O)CC(C)CC2=NS(=O)(=O)c3ccccc3N2)cc1 (stereo not given)	·	0%	13%	·	·	-6%	·	24%	10%[9.22 µM]
COc1ccccc1N1CCN(CCCNC(=O)c2cnn(-c3ccc(C)c(C)c3)c2C2CCN(C(=O)OC(C)(C)C)CC2)CC1	·	?	2%	·	·	-6%	·	-2%	18%
CCOc1ccccc1C1CC(c2cccs2)=NN1S(C)(=O)=O (stereo not given)	-7%	-19%	8%	-5%	4%	-5%	3%	-11%	-6%

More records follow:
molecule	SW480 rerep	GLP1R inv ag	HEK293 tox	HT1080-NT tox	HT1080 IDH1KD tx	KB-3-1 tox	GLP1R ag	KB-V1 cytotox	TDP43 rescue
O=S(=O)(Nc1ccc(F)cc1)c1ccc(S(=O)(=O)N2CCOCC2)cc1	-1%	-19%	9%	2%	0%	-2%	-3%	?	13%
CN(CC(=O)Nc1ccc(F)c(F)c1F)C(=O)c1n[nH]c(=O)c2ccccc12	-14%	20%	-4%	0%	0%	-41%	-3%	-11%	7%
c1ccc(C[C@H]2CN=C(Nc3ccccc3)N2CC2CCCCC2)cc1	27%	-2%	-11%	?	-15%	6%	-1%	-10%	5%
CCOC(=O)c1c(NC(=O)CSc2nc(-c3ccccc3)cc(C(F)(F)F)n2)sc(C)c1C	·	-25%	0%	·	·	20%	·	6%	24%
CCC1(CC)Cc2ccccc2-c2nc(CN3CCOCC3)[nH]c(=O)c21	-5%	-27%	-6%	-15%	-16%	13%	6%	?	8%
CCOC(=O)N1CCN(S(=O)(=O)N2CCCC(C(=O)NC(C)c3ccccc3)C2)CC1 (stereo not given)	-15%	-13%	-1%	17%	-2%	-24%	7%	-3%	-13%
CCOC(=O)c1cccc(NC(=O)CCc2c(C)nc3cc(-c4ccc(Cl)cc4)nn3c2C)c1	·	10%	2%	·	·	0%	1%	6%	12%
COC(=O)C1(C)NC(c2ccccc2OC)C2C(=O)N(c3ccccc3)C(=O)C21 (stereo not given)	-3%	3%	1%	13%	8%	-16%	2%	5%	3%
COC(=O)[C@]1(C)N[C@H](CN(C)C(=O)C2CCCCC2)[C@@H]2C(=O)N(Cc3ccccc3)C(=O)[C@@H]21	-13%	3%	-13%	8%	6%	-2%	3%	-8%	2%
CCOC(=O)C[C@@H]1OC[C@H](Cc2ccccc2)N1S(=O)(=O)c1ccc(C)cc1	·	?	13%	-21%	-18%	-19%	·	?	16%

Screens as filed in PubChem.
